BH1578 lux ind – inducers of Vibrio cholerae quorum light production without autoinducers, primary screen, BH1578 luxS cqsA deficient, single point; activation, % at 18.7 µM; hit rate 0.16% among 350,000; V. cholerae BH1578 lux reporter, luminescence, 6 h; in the data active = activation mostly above about 9.7%, no sharp cut-off; inconclusive = no clear call, values can overlap the other calls; inactive = mostly below about 3.7%; note: not every result past the cut was called active; inactives centre near 0; reference of the scale not given here
TcdB GH inh – TcdB glycohydrolase inhibitors, primary screen, biochemical, single point, plate reader; AID 652162, 2013; inhibition, % at 9.99 µM; Toxin B (Clostridioides difficile), P18177; TcdB glycohydrolase enzymatic assay; hit rate 0.24% among 350,000; in the data active = inhibition above about 10%
Target sequence (P18177 whole entry, looked up): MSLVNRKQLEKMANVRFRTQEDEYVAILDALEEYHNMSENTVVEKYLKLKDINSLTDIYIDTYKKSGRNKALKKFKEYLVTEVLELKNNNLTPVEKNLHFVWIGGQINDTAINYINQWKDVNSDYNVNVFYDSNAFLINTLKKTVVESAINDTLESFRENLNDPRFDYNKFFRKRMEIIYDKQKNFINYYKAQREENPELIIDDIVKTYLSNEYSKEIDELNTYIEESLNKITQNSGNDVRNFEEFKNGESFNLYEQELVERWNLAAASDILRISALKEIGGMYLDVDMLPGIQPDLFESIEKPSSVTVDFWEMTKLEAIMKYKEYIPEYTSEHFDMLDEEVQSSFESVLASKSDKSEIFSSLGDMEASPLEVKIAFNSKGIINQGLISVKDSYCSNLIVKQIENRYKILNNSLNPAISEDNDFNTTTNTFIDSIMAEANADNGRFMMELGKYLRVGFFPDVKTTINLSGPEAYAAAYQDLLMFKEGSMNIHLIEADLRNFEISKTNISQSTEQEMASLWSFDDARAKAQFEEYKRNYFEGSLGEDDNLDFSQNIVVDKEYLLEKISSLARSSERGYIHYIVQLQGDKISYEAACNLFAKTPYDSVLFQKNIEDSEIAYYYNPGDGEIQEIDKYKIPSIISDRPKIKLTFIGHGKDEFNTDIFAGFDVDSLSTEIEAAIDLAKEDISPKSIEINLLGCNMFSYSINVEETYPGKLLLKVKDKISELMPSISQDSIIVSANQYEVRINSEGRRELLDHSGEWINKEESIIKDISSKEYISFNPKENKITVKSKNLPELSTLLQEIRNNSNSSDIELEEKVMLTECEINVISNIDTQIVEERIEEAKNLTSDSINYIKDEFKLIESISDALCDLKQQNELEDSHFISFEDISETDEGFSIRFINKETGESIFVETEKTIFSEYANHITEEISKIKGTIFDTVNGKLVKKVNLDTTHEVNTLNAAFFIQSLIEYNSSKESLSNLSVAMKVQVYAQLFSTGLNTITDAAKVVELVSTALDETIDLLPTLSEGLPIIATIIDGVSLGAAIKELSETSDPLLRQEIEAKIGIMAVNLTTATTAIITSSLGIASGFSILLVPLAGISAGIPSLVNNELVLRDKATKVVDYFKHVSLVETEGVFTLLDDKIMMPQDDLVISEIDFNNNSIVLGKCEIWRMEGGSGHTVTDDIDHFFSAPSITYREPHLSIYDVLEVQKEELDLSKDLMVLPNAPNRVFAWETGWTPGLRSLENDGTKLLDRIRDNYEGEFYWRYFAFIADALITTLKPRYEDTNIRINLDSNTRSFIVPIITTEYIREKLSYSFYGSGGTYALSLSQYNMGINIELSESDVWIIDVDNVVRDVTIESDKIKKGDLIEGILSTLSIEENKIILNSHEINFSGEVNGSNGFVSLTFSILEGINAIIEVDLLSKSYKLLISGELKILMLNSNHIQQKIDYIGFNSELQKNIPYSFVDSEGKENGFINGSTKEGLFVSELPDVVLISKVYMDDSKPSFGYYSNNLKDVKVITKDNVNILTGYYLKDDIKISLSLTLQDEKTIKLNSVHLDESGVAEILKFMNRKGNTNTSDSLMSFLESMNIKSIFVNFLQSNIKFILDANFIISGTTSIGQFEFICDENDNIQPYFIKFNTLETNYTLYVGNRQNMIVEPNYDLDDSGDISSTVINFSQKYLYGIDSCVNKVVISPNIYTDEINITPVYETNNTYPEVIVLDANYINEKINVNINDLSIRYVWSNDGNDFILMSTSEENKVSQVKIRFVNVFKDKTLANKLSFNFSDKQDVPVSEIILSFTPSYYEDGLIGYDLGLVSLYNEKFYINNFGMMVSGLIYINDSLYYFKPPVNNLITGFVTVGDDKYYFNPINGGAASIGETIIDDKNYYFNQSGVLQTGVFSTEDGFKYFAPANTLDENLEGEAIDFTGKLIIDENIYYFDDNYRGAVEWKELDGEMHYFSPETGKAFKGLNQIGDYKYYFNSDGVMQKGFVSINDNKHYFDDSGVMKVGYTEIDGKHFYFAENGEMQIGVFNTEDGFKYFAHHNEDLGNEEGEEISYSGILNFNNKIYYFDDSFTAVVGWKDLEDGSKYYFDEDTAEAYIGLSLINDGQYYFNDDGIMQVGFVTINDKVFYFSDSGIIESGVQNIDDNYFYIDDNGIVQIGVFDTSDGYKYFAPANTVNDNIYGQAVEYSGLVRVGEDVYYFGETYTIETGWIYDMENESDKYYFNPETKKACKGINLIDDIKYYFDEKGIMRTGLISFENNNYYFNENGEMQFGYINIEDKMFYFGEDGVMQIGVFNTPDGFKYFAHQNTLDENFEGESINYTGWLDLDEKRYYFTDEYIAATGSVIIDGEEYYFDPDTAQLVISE
3CLpro inhibitor – SARS-CoV 3CLpro protease inhibitors, primary screen, biochemical, quenched FRET | Replicase polyprotein 1ab (Severe acute respiratory syndrome coronavirus), P0C6X7 | recombinant SARS-CoV 3CLpro, quenched FRET peptide cleavage | inhibition, % at 6 µM | hit rate 0.14% among 290,000; in the data active = inhibition above about 12%
PrPC TRFRET – inhibitors of human cell surface prion protein PrPC, primary screen, cell-based, TR-FRET; Major prion protein (Homo sapiens), P04156; TR-FRET read-out; inhibition, % at 13.8 µM; hit rate 0.43% among 370,000; AID 720596, 2013; in the data active = inhibition above about 24%; note: 0% = median of the test wells and 100% = reference compound wells
Anthrax LF inh2 – Bacillus anthracis LF protease inhibitors, primary screen, biochemical, multiplex microsphere, MLPCN library. Lethal factor (Bacillus anthracis), P15917. multiplex microsphere protease cleavage assay. inhibition, % at 10 µM. hit rate 0.12% among 360,000; note: plate controls were buffer without enzyme for full effect and enzyme alone for no effect
Yp Topo-I inh – Yersinia pestis topoisomerase I inhibitors, primary screen, biochemical, cleavage product accumulation, plate reader, single point | Y. pestis Topo-I cleavage product accumulation | AID 504884, 2011 | hit rate 0.064% among 360,000 | activity, % at 10 µM | DNA topoisomerase I (Yersinia pestis CO92); in the data active = activity above about 50%, passing the limit was not always enough; inconclusive = no clear call, values can overlap the other calls; note: inactives centre near 2
PriA SSB inh – inhibitors of Klebsiella pneumoniae PriA binding to SSB C-terminal tail, primary screen, biochemical, AlphaScreen; inhibition, % at 33 µM; hit rate 0.6% among 430,000; AlphaScreen SSBct-PriA binding, biotinylated peptide; AID 1272365, 2023; in the data active = inhibition mostly above about 37%, no sharp cut-off; inactive = mostly below about 20%;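 note: plate controls were negative control peptide for no effect and reference peptide for full effect; strong numbers were not always called active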
BoNT A protease – BoNT/A light chain protease inhibitors, primary screen, biochemical, flow cytometry, MLPCN library; multiplex microsphere protease substrate cleavage; hit rate 0.17% among 360,000; AID 588499, 2011; inhibition, % at 10 µM; note: plate controls were buffer without enzyme for full effect and enzyme alone for no effect
PfHsp40 rescue – rescue of yeast from PfHsp40 toxicity, primary screen, S. cerevisiae, ATP luminescence | S. cerevisiae expressing PfHsp40, growth rescue | growth rescue, % at 12.5 µM | hit rate 0.68% among 340,000; in the data active = growth rescue above about 28%, passing the limit was not always enough; inconclusive = no clear call, values can overlap the other calls;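 note: yeast W303a lacking pdr1 and pdr3 grown in galactose medium; growth measured after three days at 30 °C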
Numbers without * were called inactive; i = inactive; ? = inconclusive; nt = no result given; & = joins results of further samples. Cut-off read from the data, not from the text of the source, unless noted: active = inhibition above about 30%; inconclusive = no clear call, values can overlap the other calls; inactive = below that. The list is partial; rates above refer to the full screens.

SMILES	BH1578 lux ind	TcdB GH inh	3CLpro inhibitor	PrPC TRFRET	Anthrax LF inh2	Yp Topo-I inh	PriA SSB inh	BoNT A protease	PfHsp40 rescue
CN(Cc1ccc(OC(F)F)cc1)C(=O)/C=C/c1ccc(S(=O)(=O)N2CCOCC2)cc1	i	-9.1	nt	-4	-4	19	8	-0.6	0.1
CCc1noc(C)c1C(=O)N(C)CC(=O)Nc1ccc(OC)cc1	i	0.6	nt	-4	-4	-2	0	-1.6	0.8
CC1(C(=O)O)CCCC2(C)c3cc(O)ccc3CCC12 (stereo unspecified)	0.5	-0.3	nt	-2	-12	4	4	0.5	nt
Cc1nnc(SCc2cc(=O)[nH]c(=S)[nH]2)s1	-0.4	0.6	-2	7	-9	4	1	-0.8	-0.9
COc1ccc(-c2nc3ccccc3c(=O)n2-c2c(C)n(C)n(-c3ccccc3)c2=O)cc1	i	1.4	-2	5	-12	-3	2	?	1.6
CC(C)C(NC(=O)c1ccc(F)cc1)C(=O)N1CCOCC1 (stereo unspecified)	-0.3	1.4	nt	-4	0	-7	-1	2.5	0.6
C[C@H](NC(=O)[C@@H]1CSC2c3ccccc3C(=O)N21)C(=O)NCCc1ccc(F)cc1 (stereo partly specified)	-0.9	2.1	1	-7	-1	11	0	1.9	-1.0
O=C(O)c1cc([N+](=O)[O-])cc2ccccc12	-2.9	0.7	nt	-10	0	1	-4	0.4	-0.2
NS(=O)(=O)c1ccc(CNC(=O)C23CC4CC(CC(C4)C2)C3)cc1	nt	nt	-6	3	-3	4	-8	0.4	0.1
CC(C)(C)[C@H]1C=C(C(=O)N2CCN(Cc3ccccc3)CC2)O[C@@H](OCc2ccc(CO)cc2)C1	i	1.0&0.4	1	6	4	4	-2	-0.2	1.2
OC(CNCc1cccnc1)COc1ccc2ccccc2c1 (stereo unspecified)	i	0.6	-3	-4	-8	-10	6	-4.6	-1.0
Cc1cccc(C)c1NC(=O)C1CCCN1S(=O)(=O)c1ccc2c(c1)n(C)c(=O)c(=O)n2C (stereo unspecified)	-0.3	nt	0	nt	-3	-8	-5	-0.3	0.0
CC1CCc2c(sc(NC(=O)C3=COCCO3)c2C(N)=O)C1 (stereo unspecified)	i	0.9	nt	-9	nt	8	3	nt	1.0
COc1ccc(-n2nc(C(=O)NCC(=O)NCC3CCCO3)c3ccccc3c2=O)c(OC)c1 (stereo unspecified)	-0.6	nt	1	1	-5	1	-4	-0.4	-1.8
O=C(O)COc1cccc(NC(=O)c2ccccc2)c1	-1.7	nt	1	-3	0	6	-4	-0.9	0.9
O=C(O)c1c2c(nc3ccc(Cl)cc13)CCC2	-0.3	3.2	0	7	-5	-9	0	-1.1	-0.9
CCc1ccc(C(=O)N/N=C/c2ccncc2)s1	3.6	1.5	-4	0	-5	8	nt	-1.1	-0.2
C/C(=N\NC(=O)c1ccc([N+](=O)[O-])c(C)c1)c1ccccc1Cl	2.5	nt	-7	2	0	-2	nt	-0.3	0.1
CC(NS(=O)(=O)c1ccccc1)C(c1cccs1)N1CCOCC1 (stereo unspecified)	-1.2	5.1	0	9	-8	3	-2	0.5	-1.3
CS(=O)(=O)N(Cc1ccccc1F)c1ccccc1	i	nt	4	-6	-2	11	-13	-0.8	4.8
COc1ccc(C(=O)NCc2cccc(Cl)c2)cc1S(=O)(=O)N1CCOCC1	-3.1	0.5	nt	8	-5	8	3	-1.2	-1.1
Cc1cc(NC(=O)C2CC(=O)N(c3cccc(C)c3C)C2)no1 (stereo unspecified)	-0.3	1.9	-2	3	10	-4	-10	-1.6	-0.1
C/C(=N\Nc1ccc([N+](=O)[O-])cc1)c1cc2ccccc2o1	0.3	nt	3	5	1	-32	nt	-0.9	-0.9
CCNC(=O)c1ccccc1CCc1ccccc1	i	0.9	7	2	-3	3	-2	0.1	0.9
c1ccc(-c2cn(-c3ccccc3)c3ncnc(N4CCCCC4)c23)cc1	-0.7	2.2	-3	-2	0	40	8	-0.1	0.0
Further structures follow:
SMILES	BH1578 lux ind	TcdB GH inh	3CLpro inhibitor	PrPC TRFRET	Anthrax LF inh2	Yp Topo-I inh	PriA SSB inh	BoNT A protease	PfHsp40 rescue
COc1ccc(C(=O)O)cc1F	2.9	nt	7	-3	1	-1	-10	-1.4	-1.6
COc1ccc(/C=C(/C#N)C(=O)Nc2cccc(C)c2C)cc1C(=O)O	1.3	nt	-8	2	-5	4	-2	0.2	-1.6
O=C(COC(=O)/C=C/c1cccc(Cl)c1)Nc1ccc(N2CCOCC2)cc1	-1.1	-0.4	nt	-6	-8	5	-7	0.1	0.2
Cc1ccc(S(=O)(=O)N2CCC3(CC2)CC(=O)c2ccccc2O3)cc1	i	1.5	nt	0	-2	25	-13	-1.3	-0.2
O=C(CCSCCC(=O)Nc1ccccc1F)Nc1ccccc1F	-0.2	nt	-3	-4	2	-6	7	0.2	1.3
CCOc1ccccc1Nc1nnc(SCC(=O)NC(=O)c2cccn2C)s1	-0.4	0.8	4	-2	1	-3	12	0.2	0.5
COc1cccc(NC(=O)c2cc(-c3ccncc3)nc3c(C)cc(C)cc23)c1	-0.3	-0.1	0	5	-8	22	-7	-0.1	3.4
Cn1c(=O)n(C)c2cc(CNC(=O)[C@H]3O[C@@H](n4cnc5c(N)ncnc54)[C@H](O)[C@@H]3O)ccc21	nt	0.8	nt	5	4	nt	nt	-0.1	nt
Cc1ccc(C)c(NC(=S)N(Cc2ccco2)C(C)c2cccs2)c1 (stereo unspecified)	i	1.3	1	-1	4	-7	-10	-0.3	1.3
COc1ccc(CCNC(=O)Cc2cc(OC)c(OC)cc2[N+](=O)[O-])cc1OC	-0.5	nt	2	0	2	-3	-10	-0.5	-1.2
Cc1c(CC(=O)NCC(C)C)c(=O)oc2cc3c(cc12)CCC(C)(C)O3	-18	-0.2	0	7	-10	0	2	0.9	-0.1
Cc1ccc(NC2CCCN(C(=O)CN3C(=O)c4ccccc4C3=O)C2)cc1C (stereo unspecified)	1.6	0.1	2	0	1	9	12	-2.0	-1.3
O=C(CN1C(=O)C2C3CCC(C3)C2C1=O)N1CCN(Cc2ccccc2)CC1 (stereo unspecified)	i	0.3	3	8	6	-3	-7	1.0	2.9
CCCc1nc2ccc([N+](=O)[O-])cc2[nH]1	-0.8	1.0	1	-13	-1	11	-3	-0.4	-0.6
COc1ccc(CCC(C)NCc2ccc(C(F)(F)F)cc2)cc1 (stereo unspecified)	1.4	0.3	4	-5	-4	-5	-19	-2.8	1.4
NC(=O)c1cc(S(=O)(=O)NCCc2ccc(S(N)(=O)=O)cc2)cs1	i	-0.6	-4	-8	-2	-3	-1	1.2	-0.3
CNS(=O)(=O)c1ccc(C(=O)NCC(=O)NCCc2ccc3c(c2)OCCO3)cc1	-2.6	-0.4	nt	6	0	4	-8	-0.1	-0.7
COc1ccc(NC(=O)Nc2nnc(-c3ccncc3)s2)cc1	-0.5	1.7	0	5	1	2	5	-1.6	2.0
COc1ccccc1N1CCN(C(=O)Cn2c(=O)[nH]c3ccsc3c2=O)CC1	i	nt	-1	-1	-1	-4	-2	0.4	-0.8
Fc1ccc(OCc2nc(-c3ccc(Br)o3)no2)c(F)c1	-0.3	0.2	2	-5	-10	18	-87	-0.1	-1.3
CCSc1nc2ccccc2n1Cc1nc(N)nc(N(C)C)n1	-0.5	0.2	-11	4	1	10	1	0.5	-1.4
Cc1ccc(C)c(NC(=O)CSc2nnc([C@@H](N)Cc3c[nH]c4ccccc34)o2)c1	i	nt	nt	-1	-3	10	-7	-4.3	0.3
COCCCNS(=O)(=O)c1ccc2[nH]c(=O)[nH]c2c1	-0.3	-0.4	-1	-4	-4	2	-7	0.0	1.1
Cc1c(CNC2CCCC2)c(C(=O)O)c(C)n1Cc1ccccc1	-0.7	nt	4	-7	1	1	-5	-0.9	-0.7
O=C1C(C=NCCN2CCOCC2)=C(O)c2ccccc21	i	nt	-4	-6	0	0	-4	0.0	-0.7
(more compounds)
SMILES	BH1578 lux ind	TcdB GH inh	3CLpro inhibitor	PrPC TRFRET	Anthrax LF inh2	Yp Topo-I inh	PriA SSB inh	BoNT A protease	PfHsp40 rescue
O=C(NCCc1ccccc1)Nc1ccc(Cl)cc1	0.0	nt	1	6	1	-1	-12	-0.4	0.2
CCn1ncc(/C=C/C(=O)c2ccccc2)c1C	-3.3	nt	4	1	1	-4	6	0.0	1.1
CC1CN(Cc2ccccc2)C(=O)N(c2ccccc2)C1=O (stereo unspecified)	-4.5	0.7	nt	-1	-8	-11	-2	-0.1	-0.3
O=C(N/N=C/c1cccc2ccccc12)c1cccs1	-0.4	1.1	-1	-8	0	6	nt	-1.2	1.0
O=C(COC(=O)Cc1cn2ccsc2n1)NC12CC3CC(CC(C3)C1)C2	-0.3	nt	-1	-1	-2	8	-12	-0.7	0.8
Cc1nc2ccc(Nc3ccncc3)cc2s1	i	2.6	0	-12	-3	-2	-1	1.1	-0.4
CC(=O)Nc1c(Cl)cc2c(c1Cl)Cc1ccccc1-2	i	-7.2	nt	9	-6	11	-2	0.3	-1.1
CSc1ccc(CN2CCN(C(=O)c3ccncc3)CC2)cc1	0.5	0.6	-3	-1	-4	0	-13	0.3	-0.5
CCC1(C)NC(=O)N(CC(=O)N2CCC(Cc3ccccc3)CC2)C1=O (stereo unspecified)	0.4	0.8	nt	-1	-1	-2	5	1.8	-1.9
CCc1nnc(NC(=O)c2ccc(S(=O)(=O)N3CCOCC3)cc2)s1	-0.4	1.8	2	7	6	1	-6	2.4	0.8
CC(=O)C1=C(C)NC(SCC(N)=O)=C(C#N)C1C (stereo unspecified)	-0.9	nt	1	-6	-8	-8	-17	0.1	-0.9
Cc1ccc(C)n1-c1ccc(-n2cnnn2)cc1	-1.4	nt	-5	3	0	13	-32	0.8	-1.8
CN1CCN(c2ncnc3scc(-c4ccccc4Cl)c23)CC1	-0.3	0.8	4	-10	-9	0	5	-2.9	-0.2
COc1cccc(C2=Cc3ccc(F)cc3C(CC(C)=O)N2c2ccc(-c3cncnc3)cc2)c1 (stereo unspecified)	nt	1.0	nt	-2	-8	nt	nt	3.6	nt
O=C(C(=O)c1cccnc1)c1cccnc1	i	0.1	-2	1	-14	10	2	?	-2.1
N/C(=N\OC(=O)c1cc([N+](=O)[O-])ccc1Cl)c1ccccn1	-0.2	0.8	3	-16	-22	-4	nt	-0.7	-0.1
CC(C)(C)S(=O)N1Cc2cc(C(=O)NCc3ccc(Oc4ccccc4)cc3)nc(-c3cccc(-c4cc5ccccc5o4)c3)c2[C@H]1CCO (stereo partly specified)	nt	3.4	nt	-3	-10	nt	nt	-1.4	nt
COc1ccc(Cl)cc1NC(=O)C1CCCO1 (stereo unspecified)	i	nt	0	-5	-6	-4	-7	-0.7	0.3
O=C(CN1CCN(c2ccccn2)CC1)NCCc1ccccc1	i	nt	-1	-1	-4	2	-16	0.4	-0.7
CSc1nc(N(C)C)nc(N(C#N)CCOC(C)=O)n1	-0.3	1.3	-1	-8	-1	8	-7	-0.5	1.2

In another format: results already given.
Order of values – BH1578 lux ind, TcdB GH inh, 3CLpro inhibitor, PrPC TRFRET, Anthrax LF inh2, Yp Topo-I inh, PriA SSB inh, BoNT A protease, PfHsp40 rescue
CC(=O)C1=C(C)NC(SCC(N)=O)=C(C#N)C1C (stereo unspecified)
→ -0.9, nt, 1, -6, -8, -8, -17, 0.1, -0.9
CC1CN(Cc2ccccc2)C(=O)N(c2ccccc2)C1=O (stereo unspecified)
→ -4.5, 0.7, nt, -1, -8, -11, -2, -0.1, -0.3
COc1ccc(CCNC(=O)Cc2cc(OC)c(OC)cc2[N+](=O)[O-])cc1OC
→ -0.5, nt, 2, 0, 2, -3, -10, -0.5, -1.2
COc1ccc(C(=O)O)cc1F
→ 2.9, nt, 7, -3, 1, -1, -10, -1.4, -1.6
